# NR2E3 ag: agonists of human nuclear receptor NR2E3. GST-NR2E3/biotin-RetCOR TR-FRET, 1536-well. inhibition of corepressor binding, % at 4.78 µM. 0.12% of 320,000 active. AID 2300;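 active = percent inhibition above the cutoff of mean plus 3 SD of all tested compounds, set per screening campaign, cut at about 20% in these data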;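 note: 0% = DMSO wells and 100% = biotin wells as full block of FRET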
# Target sequence (Q9Y5X4 whole entry, looked up): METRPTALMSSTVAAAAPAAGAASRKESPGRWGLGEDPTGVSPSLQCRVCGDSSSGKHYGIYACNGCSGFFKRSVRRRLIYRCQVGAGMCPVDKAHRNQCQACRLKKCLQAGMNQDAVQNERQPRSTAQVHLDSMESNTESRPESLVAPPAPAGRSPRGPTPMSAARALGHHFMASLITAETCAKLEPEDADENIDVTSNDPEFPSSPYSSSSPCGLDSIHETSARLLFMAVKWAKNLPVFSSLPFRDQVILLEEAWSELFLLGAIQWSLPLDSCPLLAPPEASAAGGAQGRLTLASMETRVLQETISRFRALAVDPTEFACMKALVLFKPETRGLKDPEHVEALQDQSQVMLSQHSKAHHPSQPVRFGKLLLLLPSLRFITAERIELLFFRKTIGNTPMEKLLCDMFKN
#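 Material: NR2E3–RetCOR corepressor complex / Amount: 1.35 nM GST-NR2E3 / Medium: Tris pH 7.5 / Compound: single nominal compound dose of 4.8 µM / Incubation: 5 h at 4 °C / Technique: TR-FRET, Eu(K)-anti-GST donor, streptavidin-D2 acceptor, ex 340, em 617/671 nm / Read-out basis: percent loss of FRET ratio relative to control wells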
# Numbers without * were called inactive.
SMILES,NR2E3 ag
COc1ccccc1/C=C/C=N/NC(=O)c1ccc2nc[nH]c2c1,-2.4
CC(=O)Oc1ccc(N2C(=O)C3C(C2=O)C2(C)C=CC3(C)O2)cc1 (centres undefined),2.7
CCCCCCC12CCC(C(=O)O)(CC1)CC2,0.3
O=c1c(C=NCCN2CCNCC2)c(-c2ccccc2)[nH]n1-c1ccc([N+](=O)[O-])cc1,-2.1
O=C1CSC(=S)N1c1ccc(F)cc1,-1.0
O=C(CCC1CCCNC1)c1ccccc1 (centres undefined),0.3
O=C(Nc1ccccc1)O[C@@H]1C[C@H]2CCC(=O)N3CC[C@@H](C1)[C@@H]23,-1.8
CCCCCCN(C(=O)CCCCCN1C(=O)NC(c2ccc(-c3ccccc3)cc2)C(C(=O)OCc2ccccc2)=C1C)C(C(=O)NCCCC)c1ccc(OCC(=O)OC)cc1 (centres undefined),1.3
O=S(=O)(c1ccccc1)N1CCN(c2nc(-c3cccs3)nc3ccccc23)CC1,0.4
CC(C)OC(=O)c1c(NC(=O)c2cnn3c2NC(c2ccccc2)CC3C(F)F)sc2c1CCCC2 (centres undefined),1.9
COc1ccc(O[C@H]2C=C[C@@H](c3ccccc3)O[C@@H]2CO/N=C(\C)CCN2CCc3nc(-c4ccccc4)c(-c4ccccc4)cc3C2)cc1,-4.0
COc1ccccc1Nc1nc(-c2sc(NC(=O)c3ccc([N+](=O)[O-])cc3)nc2C)cs1,3.6
Cn1c(=O)c2[nH]c(-c3ccccc3O)nc2n(C)c1=O,4.9
Cc1cc2cc(C)c3nnc(SCC(=O)N4CCCc5ccccc54)n3c2cc1C,-0.4
NC(CCCCCP(=O)(c1ccccc1)c1ccccc1)C(=O)O (centres undefined),-1.7
CCc1cccc(NC(=O)CSc2nc3c(c(=O)[nH]2)CCCC3)c1,1.1
COC(C/C=C\C(=O)COCc1ccccc1)OC,-3.1
COc1ccc(NC(=O)Cn2cnc3c(nnn3-c3ccc(C)cc3)c2=O)cc1,5.2
CC(=O)c1c2c3c(cccc3n(C)c1=O)C(=O)c1ccccc1-2,-0.2
Cc1ccccc1NC(=O)COC(=O)c1cc(=O)c2ccccc2o1,2.5
O=c1[nH]cc(N=Cc2cc([N+](=O)[O-])ccc2O)c(=O)[nH]1,6.6
Cc1oc2c(c1C(=O)NCc1cccnc1)C(=O)c1ccccc1C2=O,21.7*
COc1ccc(N2CCN(C(=O)c3ccc4c(c3)NC(=O)C(CSCc3ccc(C)cc3)N4)CC2)cc1 (centres undefined),2.2
COc1cc(C)c(Cc2cnc(N)nc2N)cc1OC,3.7
CN1CCN(c2ccccc2NS(=O)(=O)c2ccc3c(c2)CCN3C(=O)C2CCC2)CC1,2.3

# Further compounds follow:
SMILES,NR2E3 ag
COc1cccc(C(=O)COc2ccc3c(C)c(Cc4ccccc4)c(=O)oc3c2C)c1,-0.7
O=C(CSc1nc2[nH]ncc2c(=O)n1-c1ccccc1)N1CCCc2ccccc21,7.8
CCSc1nnc(NC(=O)C2CCN(S(=O)(=O)c3c(C)c(C)cc(C)c3C)CC2)s1,1.7
Cc1cccc2cc(C#N)c(SCCN3CCCCC3)nc12,1.2
CC(C)OCCCNC(=O)C(NS(=O)(=O)c1ccc2c(c1)c(=O)n(C)c(=O)n2C)c1ccccc1 (centres undefined),1.8
NC(=O)CC[C@@H]1NC(=O)[C@H](CO)NC(=O)c2cc([N+](=O)[O-])cc(I)c2NCC[C@@H](C(N)=O)NC(=O)[C@H](Cc2ccc(O)cc2)NC1=O,1.4
CN1CCN(C(CC(=O)Nc2cccc(O)c2)C(=O)O)CC1 (centres undefined),-1.6
CCCOc1ncnc2c1[nH]c1ccc(C)cc12,-3.7
CCN1C(=O)[C@H]2[C@H]3[C@H](O)[C@H](O)C/C(=N\O[C@H](C)c4cn([C@H](CO)Cc5ccccc5)nn4)[C@@H]3CC[C@H]2C1=O,-1.4
COC/C=C/C1=CC2=CC(=O)C(C)(OC(=O)c3cnc4ccccc4n3)C(=O)C2=CO1 (centres undefined),6.9
CCCCCCCC1=CC2=CC(=O)C(C)(OC(C)=O)C(=O)C2=CN1CCc1ccccc1 (centres undefined),-2.4
NS(=O)(=O)c1ccc(NC(=O)C2CCCO2)cc1 (centres undefined),-2.4
NC(Cc1ccc(Oc2ccc(O)cc2)cc1)C(=O)O (centres undefined),4.3
CCN1CCc2c(OCC(=O)Nc3ccc4c(c3)OCCO4)cccc2C1=O,-0.1
COc1ccc(CNC(=O)CSc2nc3[nH]ncc3c(=O)n2-c2ccccc2Br)cc1,4.7
COc1cc(/C=C2/C(=N)N3C(=NC2=O)SN=C3S(C)(=O)=O)ccc1OS(=O)(=O)c1ccccc1,4.8
COC(=O)Sc1nnc(-c2ccc(Br)cc2)o1,27.0*
CCOC(=O)c1cccc(NC(=O)c2c(N)n(C)c(=O)[nH]c2=O)c1,1.1
Cc1ccc(NS(=O)(=O)c2cccc(C(=O)Nc3c(C)n(C)n(-c4ccccc4)c3=O)c2)cc1,-0.4
Cc1ccc(N(Cc2cc3ccc(C)cc3[nH]c2=O)C(=O)c2cccs2)cc1,0.1
Cc1nnc2ccc(-c3ccc(NC(=O)c4ccc(Cl)nc4)cc3)nn12,1.9
C/C(N)=C(/C#N)C(=O)CSc1nc2ccccc2c(=O)n1-c1ccc(C)cc1,5.2
Cc1cccc2cc(C(c3nnnn3CC3CCCO3)N3CCc4ccccc4C3)c(=O)[nH]c12 (centres undefined),-3.6
O=C(CSc1nc2[nH]ncc2c(=O)n1-c1ccccc1)N1CCCCCC1,-1.6
ONc1cccnc1-n1nc(C(F)(F)F)cc1C(F)(F)F,0.6

# Some of the entries so far, with bars between the fields:
canonical_smiles | NR2E3 ag
NC(Cc1ccc(Oc2ccc(O)cc2)cc1)C(=O)O (centres undefined) | 4.3
Cc1ccc(N(Cc2cc3ccc(C)cc3[nH]c2=O)C(=O)c2cccs2)cc1 | 0.1
O=C(CCC1CCCNC1)c1ccccc1 (centres undefined) | 0.3
CCSc1nnc(NC(=O)C2CCN(S(=O)(=O)c3c(C)c(C)cc(C)c3C)CC2)s1 | 1.7
CC(C)OCCCNC(=O)C(NS(=O)(=O)c1ccc2c(c1)c(=O)n(C)c(=O)n2C)c1ccccc1 (centres undefined) | 1.8
COc1ccc(N2CCN(C(=O)c3ccc4c(c3)NC(=O)C(CSCc3ccc(C)cc3)N4)CC2)cc1 (centres undefined) | 2.2

# Later entries:
SMILES,NR2E3 ag
N#CC1=C(N)C(C#N)(C#N)C(c2cccnc2)C2CCCC=C12 (centres undefined),-4.0
N#Cc1c(Cl)nc(-c2cccnc2)nc1-c1ccccc1,4.8
CCOc1ccccc1C(=O)Nc1ccc2nc(N3CCN(c4ncccn4)CC3)cc(C)c2c1,-0.1
CO[C@H]1C=CO[C@@]2(C)Oc3c(C)c(O)c4c(O)c(c5c(c4c3C2=O)NC2(CCN(CC(C)C)CC2)N=5)=NC(=O)C(C)=CC=C[C@H](C)[C@H](O)[C@@H](C)[C@@H](O)[C@@H](C)[C@H](OC(C)=O)[C@@H]1C,-4.3
CC[n+]1c(C)sc2sc3ccccc3c21,1.2
CC(C)C(C)NC(=O)COC(=O)c1cc(S(=O)(=O)N(C)C)ccc1N1CCCC1 (centres undefined),-0.3
COc1ccc(-n2c(=S)[nH]c3sc4c(c3c2=O)CCc2ccccc2-4)cc1,5.3
CC(=O)NS(=O)(=O)c1ccc(NC(=O)c2oc3c(Cl)cccc3c2C)cc1,-0.9
O=C(O)CC12CSc3[nH]c(=O)sc3C1c1ccccc1OC2=O (centres undefined),0.4
COc1ccc2c(c1)O[C@H](c1ccc3c(c1)OCO3)[C@@H](OC(=O)N[C@H](C)C1CCCCC1)C2=O,-2.3
CN(C)c1ccc(/C=N/NC(=O)CN2CCN(c3ccc(F)cc3)CC2)cc1,-5.1
NC[C@@H]1O[C@H](O[C@H]2[C@@H](O)[C@H](O[C@@H]3[C@@H](O)[C@H](N)C[C@H](N)[C@H]3O[C@H]3O[C@H](CO)[C@@H](O)[C@H](O)[C@H]3N)O[C@@H]2CO)[C@H](N)[C@@H](O)[C@@H]1O,3.1
CCOc1ccccc1-n1c(SCC(=O)Nc2ccc(CC)cc2)nc2n[nH]c(C)c2c1=N,-1.5
CC(C)(C)C1CC=C2C(C#N)=C(N)C(C#N)(C#N)C(c3cccs3)C2C1 (centres undefined),2.3
COc1ccc(C(=O)NCC(=O)OCn2nnc3ccccc3c2=O)cc1OC,2.5
CC(=O)OC1COC(OC2C(O)C(C)OC(OC3C(OC4CCC5(C)C(CCC6(C)C5CC=C5C7CC(C)(C)CCC7(C(=O)O)CCC56C)C4(C)CO)OCC(O)C3O)C2O)C(O)C1OC(C)=O (centres undefined),1.5
O=C(Oc1cccc(O)c1)C1CCCCC1,0.5
Cc1cc(C)n(-c2nc3sc4c(c3c(=O)[nH]2)CCCC4)n1,0.3
C#CCOCCOCCOCCNc1nc(N2CCN(C(=O)[C@H](Cc3cc4ccccc4[nH]3)n3cc([C@@H](N)C(C)CC)nn3)CC2)nc(N2CCN(C(=O)[C@H](Cc3cc4ccccc4[nH]3)n3cc([C@@H](N)Cc4ccc(O)cc4)nn3)CC2)n1 (some centres undefined),1.8
CC(C)=CCC/C(C)=C/CCC(C)NCCN1CCNCC1 (centres undefined),4.0
O=C(CN1CCN(C(=O)c2ccco2)CC1)N1CCc2[nH]c3ccccc3c2C1,-1.2
COc1ccc(CCn2c(C)ccc2C)cc1OC,1.2
Oc1cccc(O)c1O,10.7
CCCCNc1c(N)n(CCCC)c(=O)[nH]c1=O,0.3
Cc1ccc(-n2nc3c(c2NC(=O)c2c(-c4ccccc4Cl)noc2C)CSC3)cc1,-3.4

# The list goes on:
SMILES,NR2E3 ag
CC1(C)S[C@@H]2[C@H](N=CN3CCCCCC3)C(=O)N2[C@H]1C(=O)O,3.4
Cn1c(=O)c2c(ncn2CC(=O)N/N=C/C=C/c2ccccc2[N+](=O)[O-])n(C)c1=O,5.0
O=C(NC1CCCCC1)c1ccc(Cl)c(NC(=O)c2ccccc2F)c1,-1.0
CCOC(=O)c1c(C)[nH]c(C(=O)Nc2ccc(C)c(Cl)c2)c1C,1.0
C#CCOCCOCCOCCNc1nc(N2CCN(C(=O)C([C@@H](C)CC)n3cc(C(N)COC(=O)C(F)(F)F)nn3)CC2)nc(N2CCN(C(=O)[C@H](CCCCN)n3cc(C(N)CC(C)C)nn3)CC2)n1 (some centres undefined),0.0
CC1(C)CC(=O)C2=C(C1)OC1=C(C(=O)CC(C)(C)C1)C2(C)C,-4.7
CC1(OC(=O)c2ccc(Cl)nc2)C(=O)C=C2C=C(c3ccc(C#N)cc3)OC=C2C1=O (centres undefined),-0.7
O=c1c2ccccc2oc2nc(-c3cccs3)n(CCc3ccccc3)c(=O)c12,2.2
CC(C)(C)NC(=O)CN(Cc1ccc2c(c1)OCO2)C(=O)CNC(=O)c1cccs1,3.1
O=C(Nc1ccccc1)Nc1ccc(O)c2ccccc12,-2.1
COc1ccc(O[C@H]2C=C[C@@H](c3ccccc3)O[C@@H]2COC(=O)CC/C(C)=N/OC[C@@H](O)COCc2ccco2)cc1,-4.5
CCc1ccc(NC(=S)NNC(=O)c2ccccc2OC(F)F)cc1,-0.5
CN(CCO)c1nc(N)c2c(N)nc3c(c2c1C#N)CC(=O)N3C1CCCC1,-0.6
COc1ccc(/C=N/n2cnc3c([nH]c4ccccc43)c2=O)cc1COc1ccccn1,-5.1
Cc1nn(C)cc1CNC(=O)C1C2CCC(O2)C1C(=O)O (centres undefined),-1.2
O=C1C=CC(=O)N1c1ccc(Sc2ccc([N+](=O)[O-])cc2)cc1,2.0
O=C1CC(c2ccccc2Cl)c2c(sc3c(=O)[nH]c(CCl)nc23)N1 (centres undefined),-0.3
CC(C)(C)C(C(Oc1ccc(Cl)cc1)n1cncn1)n1nnnc1C(c1cccc(Cl)c1)N1CCCCC1 (centres undefined),0.6
Cc1cc(=O)[nH]c2c(C)c(Cl)ccc12,-0.1
CN(C)c1ccc(CNCCC2CCOC(C)(C)C2)cc1 (centres undefined),-0.9
CCCCc1ccc(NC(=O)COc2ccc(C(=O)Nc3ccccc3C)cc2)cc1,0.8
CCc1nnc(NC(=O)CSc2ccc(-c3ccc(F)cc3)nn2)s1,-0.7
COc1cc(C[C@@H](CO)[C@H](CO)Cc2ccc(O)c(OC)c2)ccc1O,1.6
Brc1ccc(-c2nnc(-c3cccnc3)c3conc23)cc1,4.7
CC(C)CCNC(=O)Cn1c(NCCC(C)C)nc2c1c(=O)n(C)c(=O)n2C,6.0

# Reprinted at random: 2 records from the list.
SMILES,NR2E3 ag
CN1CCN(C(CC(=O)Nc2cccc(O)c2)C(=O)O)CC1 (centres undefined),-1.6
Cn1c(=O)c2c(ncn2CC(=O)N/N=C/C=C/c2ccccc2[N+](=O)[O-])n(C)c1=O,5.0

# Following part
SMILES,NR2E3 ag
Cc1sccc1C1C(C#N)=C(N)SC(N)=C1C#N,35.7*
Cc1cc(C)c(C)c(S(=O)(=O)NCc2ccco2)c1C,-0.2
COc1ccc(-c2csc(NC(=O)c3ccc(C(C)(C)C)cc3)c2C(=O)O)cc1,-0.5
COc1cc(NC(=O)c2ccc(C)c([N+](=O)[O-])c2)ccc1NC(=O)c1ccco1,-0.3
Cc1cccc(C)c1NC(=O)C(C)N (centres undefined),3.1
COC(=O)c1ccc(OC)c(CSc2nnc(-c3ccc(C(C)(C)C)cc3)o2)c1,4.6
Cc1ccccc1C1C2=C(Nc3[nH]n(-c4ccccc4)c(=O)c31)c1ccccc1C2=O (centres undefined),-0.7
Cc1ccc(CNC(=O)/C(C#N)=C\c2ccc(N(C)C)cc2)cc1,0.2
CC1(C)C(=O)CC[C@@]2(C)[C@H]1CC[C@@]1(C)CC3=C(CC[C@@H]12)[C@@]1(C)CCC(=O)C(C)(C)[C@@H]1CC3,-3.4
Cc1ccc2oc(=O)c3cc(C(=O)N4CCN(C(=O)c5ccco5)CC4)sc3c2c1,1.0
O=C(CC(Sc1ccc(Br)cc1)C(=O)O)c1ccc(Br)cc1 (centres undefined),-0.2
c1ccc2c(c1)nnn1c3ccccc3nc21,0.6

# An excerpt; count on the stated rates, not on these rows.
